POLK inh: inhibitors of human DNA polymerase kappa | Potency, µM (top dose mostly 107 µM), for the others: at the top dose activity, negative = inhibition, most hits filed as inhibitors | AID 588579 | purified Pol kappa, fluorescent DNA synthesis assay, 10 min | 0.53% of 400,000 active; further: potency means the concentration at half of the fitted maximal effect; on the % scale 0 is the no-effect control and ±100 the full control effect
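Readout: fluorescence, taken kinetically at 0 and 10 min. Conditions: 10 nM Pol kappa, 15 min RT compound preincubation, 50 nM substrate final. Controls: enzyme-free buffer wells.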
APE1 inh: inhibitors of human APE1 endonuclease. recombinant APE1, TAMRA/BHQ-2 abasic DNA cleavage fluorescence. Potency, µM (top dose mostly 65.8 µM), for the others: at the highest dose activity change, negative = inhibition, actives largely listed as inhibitors. 0.35% of 350,000 active;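 further: potency means the concentration at half of the fitted maximal effect; plate controls were vehicle for no effect and reference inhibitor for full effect; nearly all actives have a fitted effect of over 55% in size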
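Measures dequenching upon AP-site incision of a 5'-TAMRA/3'-BHQ-2 THF-containing duplex, 50 nM; human APE1 0.75 nM after 15 min room-temperature exposure to compound; kinetic three-point read at one-minute spacing.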
Anesthetic bind: binds horse apoferritin like a general anesthetic | 0.074% of 350,000 active | P02791 | apoferritin/1-aminoanthracene competitive binding, fluorescence | Potency, µM (top dose mostly 77.5 µM), for inactives: top-dose activity change, negative = displacement, actives largely listed as inhibitors; further: potency means the concentration at half of the fitted maximal effect; on the % scale 0 is the no-effect control and ±100 the full control effect; nearly all actives have a fitted effect of over 20% in size
Target sequence (P02791 2-175 limits assumed): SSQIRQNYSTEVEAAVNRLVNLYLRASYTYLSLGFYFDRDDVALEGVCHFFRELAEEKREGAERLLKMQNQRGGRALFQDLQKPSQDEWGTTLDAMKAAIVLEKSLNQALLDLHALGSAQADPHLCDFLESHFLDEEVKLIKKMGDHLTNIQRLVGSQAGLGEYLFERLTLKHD
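In PBS, apoferritin at 10 uM is loaded with 1-AMA from a 50% saturated solution. After 10 min of compound exposure at ambient temperature, reduced 535 nm fluorescence indicates probe displacement.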
RGS4 inhibitor: blocks human RGS4-accelerated GTP hydrolysis. 0.039% of 390,000 active. P49798. Transcreener GDP fluorescence polarization, RGS4-accelerated GTP hydrolysis. Potency, µM (highest dose often 114 µM), without a hit: at the top dose activity change, negative = inhibition, most hits filed as inhibitors; further: potency means the concentration at half of the fitted maximal effect; on the % scale 0 is the no-effect control and ±100 the full control effect; nearly all actives have a fitted effect of over 75% in size; some results filed as inactive show a strong effect at the top dose
Target sequence (P49798 whole entry, looked up): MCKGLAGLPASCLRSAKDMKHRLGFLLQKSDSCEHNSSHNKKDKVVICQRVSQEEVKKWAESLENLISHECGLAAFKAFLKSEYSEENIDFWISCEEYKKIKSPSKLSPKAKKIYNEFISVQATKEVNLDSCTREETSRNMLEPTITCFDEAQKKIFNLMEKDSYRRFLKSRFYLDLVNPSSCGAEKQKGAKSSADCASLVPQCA
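MLSMR compounds (23 nl, pin-transferred) preincubated 10 min at room temperature with a 500nM (2x) first reagent, then RGS4 at 900nM (2x) plus Transcreener GDP mix added; fluorescence polarization (620/688 nm) read before and after 90 min at 30 °C.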
12-LOX inh: blocks human arachidonate 12S-lipoxygenase; P18054; purified 12hLO, xylenol orange hydroperoxide absorbance; Potency, µM (doses to about 108 µM), for the others: top-dose activity change, negative = inhibition, usual class: inhibitors; 1.1% of 580,000 active; further: potency means the concentration at half of the fitted maximal effect; on the % scale 0 is the no-effect control and ±100 the full control effect
Target sequence (P18054 whole entry, looked up): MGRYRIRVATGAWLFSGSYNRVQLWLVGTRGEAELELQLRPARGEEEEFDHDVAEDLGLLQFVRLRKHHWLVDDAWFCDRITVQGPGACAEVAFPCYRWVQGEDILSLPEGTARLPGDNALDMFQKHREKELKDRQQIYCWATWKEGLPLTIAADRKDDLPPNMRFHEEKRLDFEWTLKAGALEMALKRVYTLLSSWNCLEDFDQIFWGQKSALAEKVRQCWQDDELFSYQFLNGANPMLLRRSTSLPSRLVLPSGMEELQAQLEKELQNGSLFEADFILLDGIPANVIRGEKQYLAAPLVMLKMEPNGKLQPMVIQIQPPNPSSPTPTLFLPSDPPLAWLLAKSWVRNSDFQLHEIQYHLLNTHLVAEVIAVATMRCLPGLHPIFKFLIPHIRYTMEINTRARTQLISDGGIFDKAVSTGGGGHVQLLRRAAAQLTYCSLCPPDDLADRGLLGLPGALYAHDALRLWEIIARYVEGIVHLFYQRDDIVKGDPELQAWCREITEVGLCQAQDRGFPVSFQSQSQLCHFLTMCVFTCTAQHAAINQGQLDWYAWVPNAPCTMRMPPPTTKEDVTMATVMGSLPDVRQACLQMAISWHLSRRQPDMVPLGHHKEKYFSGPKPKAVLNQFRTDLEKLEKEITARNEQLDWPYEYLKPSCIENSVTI
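Purified human 12hLO (150 nM final) in 25 mM Hepes, 0.01% Triton X-100, pH 7.0 was preincubated 15 min at room temperature with compound. Then 40 uM arachidonic acid was added, 30 min. Hydroperoxide was read by Fe-XO absorbance ratio 573/405 nm.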
POLB inh: DNA polymerase beta (human) inhibition | AID 485314 | P06746 | Potency, µM (doses to about 114 µM), without a hit: at the highest dose activity change, negative = inhibition, actives largely listed as inhibitors | Pol beta primer extension/strand displacement, fluorescence kinetic | 1.3% of 340,000 active; further: potency means the concentration at half of the fitted maximal effect; on the % scale 0 is the no-effect control and ±100 the full control effect
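10 nM enzyme + cpd, 15 min RT; start with substrate 50 nM final; read 0 min and after 10 min RT. Corrected, normalized data; 4-parameter Hill curve fit.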
ERG Ets-DNA blk: blocks human ERG Ets domain binding to DNA. P11308. fluorescence polarization, His-ERG Ets domain / labelled DNA. Potency, µM (highest dose often 76.9 µM), for the others: top-dose FP activity, negative = inhibition, most hits filed as inhibitors. 0.028% of 370,000 active; active means well fitted inhibition curve with a large enough effect in the polarisation, with a control signal flat; inconclusive means small, poorly fitted or top-dose-only effect, or effect the other way, or a change in a side signal; inactive means no such curve, though single readings can be large or run the other way; the % refers to the polarisation;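 further: polarization taken with two DNA probes labelled with fluorescein and Texas red; potency means the concentration at half of the fitted maximal effect; % of control where 0% means no effect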
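His-tagged ERG Ets domain (1 uM in the protein solution; 300mM KCl, 50mM Tris-HCl, 1mM EDTA, 1mM DTT, pH 7.5) received compound, then a probe mix of 5 nM fluorescein-DNA and 100nM Texas-615-DNA. Fluorescence polarization was read for both dyes.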
LDHA block: inhibitors of human lactate dehydrogenase A. P00338. purified LDHA, NADH/diaphorase-resazurin fluorescence; stronger effect = lower value. activity change, % (values are at about 110 or 230 µM). 0.15% of 480,000 active. AID 1347041; in the data active means activity change below about -30%; inconclusive means mostly about -25% to -30%;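 further: plate controls were DMSO wells for no effect and wells without enzyme for full effect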
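Human LDH5 at 2 nM final in Tris HCl pH 7.4 with 0.06 mM NADH and 0.2 mM pyruvate, reacted 5 minutes at room temperature. Remaining NADH coupled via diaphorase/resazurin; resorufin fluorescence read at 0 and 20 minutes, normalized to enzyme-free and DMSO wells.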
POLH inh: DNA polymerase eta (human) inhibition. Q9Y253. recombinant Pol eta, fluorescent DNA replication assay. Potency, µM (titrated, usually from 114 µM), for the others: top-dose activity change, negative = inhibition, actives largely listed as inhibitors. 1.2% of 390,000 active; further: potency means the concentration at half of the fitted maximal effect; on the % scale 0 is the no-effect control and ±100 the full control effect
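Pol eta at 10 nM preincubated with compounds 15 min at room temperature; reaction started with fluorescent substrate (50 nM final) and read kinetically at 0 and 10 min.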
* = called active by the depositor; u = inconclusive; x = no result given; & = joins results of further samples; [ ] = dose if it differs, or a comment. Unless noted, the call rests on the fitted dose curve; in most records, active means well fitted curve in the direction sought with a large enough effect; inconclusive means small, poorly fitted or top-dose-only effect, or another doubt; inactive means no such curve, though single readings can be large; an effect the other way counts as inactive or inconclusive. Only part of the results is shown; the hit share may differ from the screen's.

| structure | POLK inh | ERG Ets-DNA blk | 12-LOX inh | POLH inh | Anesthetic bind | RGS4 inhibitor | POLB inh | APE1 inh | LDHA block |
| --- | --- | --- | --- | --- | --- | --- | --- | --- | --- |
| Cc1ccc(N2C(=O)/C(=C\c3ccco3)SC2=S)cc1 | 79µM* | 16% | u | u | -19% | u | 45µM* | -4% | 0 |
| CC(=O)Nc1ccc(S(=O)(=O)N2CCc3ccccc3C2)cc1 | -13% | -1% | 26% | -3% | -14% | 15%[56.9 µM] | 14% | -6% | -18 |
| COc1ccc(CNC(=O)c2ccccc2SCC(=O)NCc2ccco2)cc1 | 15% | -9% | u | -11% | x | -20% | x | 25% | 3 |
| CCCn1c(SCC(=O)NC(=O)NC(C)(C)C)n[nH]c1=O | 6% | 18% | 1% | -16% | -2% | -57%[56.9 µM] | 4% | 6% | 0 |
| O=C(NC(=S)Nc1ccc2[nH]c(=O)[nH]c2c1)c1cc(Br)ccc1Cl | 8% | -3% | -1% | -2% | 1% | -11% | 36% | -7% | -1 |
| CCOc1ccc(C(=O)Nc2ccc3c(c2)CCCN3S(=O)(=O)c2ccc(C)cc2)cc1 | -10%[60.1 µM] | 0% | -18% | -21% | 37%[activator] | -11% | 0% | x | -3 |
| Cc1c(NS(=O)(=O)c2cccc(C(=O)NCc3ccco3)c2)c(=O)n(-c2ccccc2)n1C | -36% | 33%[15.4 µM] | 3% | u | x | -32% | x | x | -8 |
| O=C(CSc1ccc(-c2cccnc2)nn1)N1CCCc2ccccc21 | x | x | -4% | x | -19% | x | 16% | 0% | x |
| CS(=O)(=O)N1Cc2ccccc2CC1C(=O)OCC(=O)NCCc1ccc(S(N)(=O)=O)cc1 (centres undefined) | -3% | 6% | 19% | -15% | x | -11% | x | 24% | 0 |
| O=C(CC(=O)NCc1ccc(Cl)cc1)NCc1ccc(Cl)cc1 | 8% | 4% | -13% | 2% | -10% | 7% | 29% | 10% | -1 |
| COc1ccccc1OCCOc1ccc(/C=C2/C(=N)N3OC(C)=CC3=NC2=O)cc1OC | -18% | 2% | 2% | 4µM* | -11% | 23% | 4% | 3% | -6 |
| Clc1ccc(OCc2nnc(SCCN3CCCCC3)n2Cc2ccco2)cc1 | -3% | -1% | u | -1% | -16% | 3% | 2% | -5% | -16 |
| Cc1[nH]n(S(=O)(=O)c2ccccc2)c(=O)c1N=Nc1cccc(Cl)c1 | -10% | 6% | u | -7% | -8% | 1% | 13% | 3% | -7 |
| CCOc1ccccc1N(CC(=O)Nc1ccc(OC)cc1OC)S(=O)(=O)c1ccccc1 | 6% | 6% | 13% | -13% | 111%[activator] | 1% | 1% | -2% | 2 |
| Cc1cc(C)nc(NC(=S)NC(=O)c2ccccc2F)n1 | -15% | 13% | u | -12% | x | 0% | x | x | -6 |
| COc1ccc(C2C(C(=O)N3CCN(C)CC3)c3cc(OC)c(OC)cc3C(=O)N2C)cc1 (centres undefined) | -9% | 5% | 4% | -19% | -1% | -7% | 7% | 22% | -3 |
| O=C1c2cccc3c(N4CCCCC4)ccc(c23)C(=O)N1CCO | -3% | 3% | u | -14% | 8% | -12% | -1% | -3% | -2 |
| COc1ccc(/C=N/NC(=O)c2ccc(CN3C(=O)c4cccc5cccc3c45)cc2)cc1O | -6% | -2% | 2% | u | -11% | 10%[56.9 µM] | 1% | -4% | -2 |
| C=CCNc1nc(Nc2ccc(-c3nc4ccccc4o3)cc2)nc(N2CCOCC2)n1 | -5% | x | 19% | -12% | -13% | 28% | 2% | 12% | 2 |
| Cc1nn(Cc2ccc(F)cc2)c(C)c1NC(=O)c1cc(-c2ccco2)on1 | -23% | -4% | 0% | -10% | -12% | 10% | u | -23% | -11 |
| CCCNC(=O)c1onc(CSc2ccc(F)cc2)c1C(=O)NC(C)C | -16% | -16% | 1% | -23% | x | 10% | x | 9% | -7 |
| CCOc1ccc(OCC)c(NC(=O)c2ccc(CNc3c(N4CCOCC4)c(=O)c3=O)cc2)c1 | -3% | -12% | 0% | 2% | -10% | 31% | u | 2% | 3 |
| Cc1ccc(-c2cnc(NCc3ccc(C(F)(F)F)cc3)n2C)cc1 | -12% | 2% | u | -19% | u | -29% | u | x | -9 |
| CCOc1ccc(/C=C/c2nc(C#N)c(NCCc3ccccc3)o2)cc1 | -4% | 1% | -18% | -15% | 98%[activator] | -6% | 4% | x | -4 |
| Cc1nnc(SCC(=O)NNC(=O)CC#N)[nH]c1=O | 1% | 7% | 1% | -20% | 5% | 0% | 12% | 0% | -4 |
| CCOc1ccccc1NC(=O)C(C)CC (centres undefined) | -6% | 10% | 8% | -19% | -3% | -12% | 1% | 1% | -10 |
| COC(=O)c1ccc(/C=C(\C#N)c2ccccn2)cc1 | 14% | -2% | -3% | -2% | -8% | -19% | -10% | -5% | 0 |
| CC(=O)Oc1cccc2c1C(=O)C1CC=CC(OC(C)=O)C1C2=O (centres undefined) | u | x | u | 10% | x | -49% | x | x | -20 |
| Cc1nn(CC2CC2)c(=O)n1-c1ccc(Oc2ccccc2)cc1 | 6% | -2% | 4% | -10% | -10% | 6% | 42% | 4% | -4 |
| CC1(C(=O)O)CCC(C(=O)NCCc2ccccc2)C1(C)C (centres undefined) | -2% | 0% | -24% | -18% | 4% | 17% | 2% | 22% | 2 |

(further entries)
| structure | POLK inh | ERG Ets-DNA blk | 12-LOX inh | POLH inh | Anesthetic bind | RGS4 inhibitor | POLB inh | APE1 inh | LDHA block |
| --- | --- | --- | --- | --- | --- | --- | --- | --- | --- |
| COc1cccc(C(=O)COc2ccc3ccc(=O)oc3c2)c1 | 2% | 8% | -2% | 1% | -7% | 6% | 3% | -1% | 1 |
| CCCSCCCNC(=O)Cn1c(=O)c2cccn2c2ccccc21 | 3% | -8% | 5% | u | -10% | -9% | 2% | 17% | -5 |
| CC1CC(C)CN(CC(=O)c2c[nH]c3ccccc23)C1 (centres undefined) | -3% | 11% | u | -21% | -17% | -12%[56.9 µM] | -16% | 20% | -5 |
| COc1ccc(C(CC(=O)O)N2Cc3ccccc3C2=O)cc1 (centres undefined) | -4% | -8% | 0% | -7% | 2% | 22% | -3% | 27% | -7 |
| Cc1cccc(NC(=O)CSCC(=O)NCc2ccco2)c1 | -11% | 23% | x | -6% | -10% | -9% | u | -1% | -9 |
| COc1cccc(OC)c1C(=O)Nc1nc(-c2ccccc2)cs1 | -5% | 17% | -18% | -8% | -1% | -3% | 3% | 45%[activator] | -1 |
| COc1ccc(OC)c(CCNC(=O)CS(=O)(=O)Cc2nc(-c3ccccc3Cl)oc2C)c1 | -1% | -9% | 3%&1% | -15% | 7% | 1% | 0% | 6% | -1&0 |
| CC(=O)Nc1ccc(NC(=O)c2ccccc2C)cc1 | -1% | -4% | 13% | -2% | -4% | 14% | 50% | 3% | -7 |
| CC(C)(C)C1CCC(C(=O)OCC(=O)N2CCOCC2)CC1 (centres undefined) | -6% | -15% | -19% | -13% | -6% | 1% | 12% | 7% | -2 |
| Cc1ccc(OCC(=O)NC(C)c2ccccc2)c([N+](=O)[O-])n1 (centres undefined) | -6% | -3% | -3% | -9% | -9% | -2% | 35% | 0% | -1 |
| CCN1CCN(CCC(=O)Nc2ccccc2C)CC1 | -7% | 6% | 23% | -6% | -3% | u | 46% | 18% | -1 |
| O=S(=O)(Nc1ccc2c(c1)OCO2)c1ccc(F)c(F)c1 | -6% | 5% | u | -14% | x | -15% | x | -6% | 3 |
| Cc1cc(C(=O)COC(=O)c2ccc3c(c2)NC(=O)CS3)c(C)n1CC1CCCO1 (centres undefined) | -7% | -12% | 2% | -16% | u | -39% | -24% | u | -3 |
| COc1ccc(CCNC(=O)CSc2nc3[nH]ncc3c(=O)n2-c2ccc(Cl)cc2Cl)cc1OC | 6% | 0% | 0% | -22% | -20% | 9% | 25% | 0% | 1 |
| COc1ccc(NS(=O)(=O)c2ccc(Br)cc2)cn1 | 0% | 13% | 7% | -12% | -13% | -15% | -22% | -2% | 0 |
| CCCOc1ccc(C(=O)NNC(=S)NC(=O)c2ccco2)cc1 | -12% | 5% | 40µM* | -6% | 0% | 9% | 16% | -1% | -7 |
| Cc1c(Cl)cccc1NC(=O)CCS(=O)(=O)c1ccc(Br)s1 | u | -5% | 0% | -7% | 4% | -28% | 50µM* | x | -4 |
| CCN(CC)c1ccc(S(=O)(=O)N2CCOCC2)cc1NC(=O)CN1C(=O)NC2(CCC(C)CC2)C1=O (centres undefined) | -5% | -9% | 5% | -22% | x | -18% | x | 27% | -3 |
| COC(=O)c1ccc(NN=Nc2ccc(C)cc2)cc1 | -17% | 4% | 18µM* | -4% | -3% | u | 2% | -4% | 25 |
| Cc1nonc1NC(=O)CSc1cn[nH]n1 | 7% | 2% | 1% | 14% | 3% | 1% | 14% | -4% | -12 |
| Cc1nc2c(-c3ccccc3)c(C)nn2c(C)c1CCC(=O)NCc1ccco1 | 7% | 7% | u | -6% | -1% | -11% | -27% | -7% | -2 |
| CCn1c(CNC(=O)c2ccc(OC)cc2)nnc1SCC(=O)c1ccccc1 | -1% | -2% | u | -19% | 1% | u | 1% | 0% | -2 |
| CCOC(=O)c1cc2sccc2n1CC(=O)N1CCCc2ccccc21 | -15% | x | u | -14% | -4% | -9% | 15% | -7% | -8 |

Assay outcomes from PubChem BioAssay.
